# Pf Dd2 inh = Plasmodium falciparum Dd2 growth inhibition; P. falciparum Dd2 growth, SYBR Green, 72 h; Potency, µM (series often up to 28.9 µM), inactives show at the highest dose activity, negative = inhibition, most hits filed as inhibitors; 4.3% of 120,000 active; active = well fitted inhibition curve with a large enough effect; inconclusive = small, poorly fitted or top-dose-only effect; inactive = no such curve, though single readings can be large or run the other way;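 note: plate controls were DMSO vehicle for no effect and reference drug for full effect; nearly all actives have a fitted effect of over 65% in size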
#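 Infected erythrocytes (Dd2, 0.3% parasitemia, 2.5% hematocrit final) are added to compound in RPMI-1640/Albumax II medium, grown 72 h at 37C in low oxygen, then lysed with saponin/Triton-X containing SYBR Green and read by fluorescence.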
# * hit, by the source's call; i = inactive; ? = inconclusive; [ ] = dose if it differs, or a comment. Potency is the fitted concentration of half-maximal effect. An excerpt. The share of hits here may be higher or lower than overall.
# Start of the listing, in advance:
SMILES,Pf Dd2 inh
Cc1cc(C(F)(F)F)nn1CC(=O)NCC(=O)N1CCCCCNC(=O)CC1c1ccccc1 (stereo not given),?
CCOc1ccc(C(=O)N2CC(c3nnc(C(C)C)o3)C3(CCOCC3)C2)cc1OCC (stereo not given),12%

# All compounds of this part, from the start:
SMILES,Pf Dd2 inh
Cc1cc(C(F)(F)F)nn1CC(=O)NCC(=O)N1CCCCCNC(=O)CC1c1ccccc1 (stereo not given),?
CCOc1ccc(C(=O)N2CC(c3nnc(C(C)C)o3)C3(CCOCC3)C2)cc1OCC (stereo not given),12%
O=C(NC1CCN(c2nc3ncccc3o2)CC1)c1ccccc1,-12%[44.1 µM]
COc1cccc(C2C(C(=O)Nc3ccccc3OC)=C(C)Nc3nc(-c4ccco4)nn32)c1 (stereo not given),?
Cc1ccc(CN2C(=O)[C@@H]3C[C@@H](O)CN3C3(CN(Cc4cccnc4)C3)C2=O)o1,-22%[44.1 µM]
NC(=O)c1cc[nH]c1C1CCCN(C(=O)c2ccc3ccccc3n2)C1 (stereo not given),-7%
O=C1CCCCC(CNC(=O)c2cn[nH]c2-c2ccccc2)N1 (stereo not given),26%
COc1cncc(Nc2ncc(-c3cccnc3)c3c2OCC3)c1,-12%[44.1 µM]
CNC(=O)[C@H]1C[C@H](Oc2cccnc2)CN1C(=O)NCc1ccccc1,i
CC(C)N1C[C@H](C(=O)N2CCC(Cc3ccccc3)CC2)[C@H](C(=O)O)C1,-12%
O=C1Nc2ccccc2C12CCN(Cc1ccccc1)C2 (stereo not given),?
CCOc1ccc(Br)cc1C1C(C(=O)OC)=C(C)NC2=C1C(=O)c1ccccc12 (stereo not given),?
CCOc1cccc(CNC(=O)c2cc3n(n2)CC(c2ccc(Cl)cc2)OC3)c1 (stereo not given),0%
CCc1nc(-c2c3n(c(=O)n(CC(=O)Nc4ccccc4C)c2=O)CCCCC3)no1,-7%
Cc1cn2nc(C(=O)N3CCC(C(N)=O)CC3)cc2c(N2CCCC2)n1,4%
COc1ccc(C(=O)NC[C@H]2O[C@@H](CC(=O)N3CCN(c4ccccc4)CC3)[C@H](O)[C@@H]2O)cc1,-13%
CCCC(=O)Nc1cccc(-c2cn3cccnc3n2)c1,-19%
Cc1nc(N)nc(C)c1CC(=O)N1CC[C@@H](NC(=O)c2cccnc2)[C@H](O)C1,-1%
O=C1CCN(C(=O)c2cccs2)CCCC(C(=O)N2CCN(c3ccccn3)CC2)CCN1 (stereo not given),-3%
Cc1cc(C(F)(F)F)nc(CCNC(=O)c2cn(CCCc3ccccc3)nn2)n1,-1%
Cc1cccc2sc(N(Cc3cccnc3)C(=O)Cc3ccccc3)nc12,?
O=C(NC[C@H]1O[C@@H](CC(=O)N2CCN(c3ccc(F)cc3)CC2)[C@H](O)[C@@H]1O)c1ccc(F)c(Cl)c1,11%
COc1ccc(-n2c(=O)c3c(n2Cc2ccccc2)CN(C(=O)CNC(C)=O)CC3)cc1,i
CC(C(=O)NCc1ccccc1)N1C(=O)COc2ccc(C(=O)COc3ccc(Cl)cc3)cc21 (stereo not given),i
CCOC(=O)c1c(-c2ccccc2)oc2ccc(N(C(C)=O)S(=O)(=O)c3ccc(CC)cc3)cc12,?
Cc1csc(NC(=O)[C@@H]2CCC[C@@H](NC(=O)c3ccccc3)CN(C)C(=O)C2)n1,i
COC(=O)[C@H](NC(=O)[C@@]1(O)C[C@@H](O)[C@H](O)[C@@H](NC(=O)Nc2ccc(OC(F)(F)F)cc2)C1)C(C)C,-10%
Cc1ccc(C(=O)N2CCCn3cc(-c4cccc(C#N)c4)nc32)cn1,-7%
O=C(N1CCOCC1)C1(CCO)CC12CCOCC2 (stereo not given),38%[activator]
CCOC(=O)CNC(=O)N1CCN(S(=O)(=O)c2ccc3c(ccn3C)c2)CC1,-8%
O=C(CCCN1C(=O)COc2ccc(C(=O)COc3cccc(Cl)c3)cc21)NCC1CC1,?
CN1C(=O)C2(SCC(=O)N2c2cccc(C(F)(F)F)c2)c2ccccc21 (stereo not given),-4%
CNC(=O)C1CCN(Cc2cc3ccccc3n2Cc2ccccc2C)CC1,?
CN(C)C[C@@H]1CN(Cc2ccccc2)C[C@H]1NS(=O)(=O)c1cccnc1,-26%
CC1CCCN(C(=O)Cn2ccn3nc(-c4ccccc4)c(CO)c3c2=O)C1 (stereo not given),i
COc1cc(NC(=O)c2ccccc2)ccc1NC(=O)c1cc2ccccc2o1,1%
O=C(C1CCCC1)N1CCC2(CC1)N(Cc1cccc(F)c1)C(=O)CS2=O (stereo not given),-18%
Clc1ccc(C2Cn3nnc(-c4nc(-c5cccc(Br)c5)no4)c3CO2)cc1 (stereo not given),i
Cc1cc(C)c(CNC(=O)c2cccc(CCC(C)(C)O)c2)cn1,-16%
Cc1cc(C)cc(NC(=O)N2CCCC(c3noc(COc4ccccc4)n3)C2)c1 (stereo not given),?
O=C(Cn1nc(-c2ccccc2)c2c(c1=O)CCCC2)Nc1ccc(F)c(Cl)c1,i
O=C(NCc1noc2ccccc12)Nc1ccc(F)cc1F,-12%
CN(Cc1ccc2nonc2c1)C(C(=O)O)c1ccc(-c2ccn[nH]2)cc1 (stereo not given),1%
O=c1c2nc(-c3ccncc3)ccc2ncn1-c1ccccc1,-17%[44.1 µM]
N[C@@H]1CCN(C(=O)c2ccccc2OC(F)(F)C(F)F)C[C@H]1O,?
CCOc1ccccc1NC(=O)CSc1ccc2nnc(CCNS(=O)(=O)c3ccccc3)n2n1,?
Cn1c(=O)c2cc(C(=O)NCCCN3CCN(c4ccccc4F)CC3)sc2c2ccccc21,54%[activator][5.79 µM]
COc1cccc(N2C(=O)NC(=NC3CCCCC3)C23CCCN([S+](=O)([O-])c2cccc(OC)c2)C3)c1 (stereo not given),?

# 19 of these compounds, set out differently:
mol | Pf Dd2 inh
COC(=O)[C@H](NC(=O)[C@@]1(O)C[C@@H](O)[C@H](O)[C@@H](NC(=O)Nc2ccc(OC(F)(F)F)cc2)C1)C(C)C | -10%
Cc1ccc(C(=O)N2CCCn3cc(-c4cccc(C#N)c4)nc32)cn1 | -7%
O=C(N1CCOCC1)C1(CCO)CC12CCOCC2 (stereo not given) | 38%[activator]
CCOC(=O)CNC(=O)N1CCN(S(=O)(=O)c2ccc3c(ccn3C)c2)CC1 | -8%
O=C(CCCN1C(=O)COc2ccc(C(=O)COc3cccc(Cl)c3)cc21)NCC1CC1 | ?
CN1C(=O)C2(SCC(=O)N2c2cccc(C(F)(F)F)c2)c2ccccc21 (stereo not given) | -4%
CNC(=O)C1CCN(Cc2cc3ccccc3n2Cc2ccccc2C)CC1 | ?
CN(C)C[C@@H]1CN(Cc2ccccc2)C[C@H]1NS(=O)(=O)c1cccnc1 | -26%
CC1CCCN(C(=O)Cn2ccn3nc(-c4ccccc4)c(CO)c3c2=O)C1 (stereo not given) | i
COc1cc(NC(=O)c2ccccc2)ccc1NC(=O)c1cc2ccccc2o1 | 1%
O=C(C1CCCC1)N1CCC2(CC1)N(Cc1cccc(F)c1)C(=O)CS2=O (stereo not given) | -18%
Clc1ccc(C2Cn3nnc(-c4nc(-c5cccc(Br)c5)no4)c3CO2)cc1 (stereo not given) | i
Cc1cc(C)c(CNC(=O)c2cccc(CCC(C)(C)O)c2)cn1 | -16%
Cc1cc(C)cc(NC(=O)N2CCCC(c3noc(COc4ccccc4)n3)C2)c1 (stereo not given) | ?
O=C(Cn1nc(-c2ccccc2)c2c(c1=O)CCCC2)Nc1ccc(F)c(Cl)c1 | i
O=C(NCc1noc2ccccc12)Nc1ccc(F)cc1F | -12%
CN(Cc1ccc2nonc2c1)C(C(=O)O)c1ccc(-c2ccn[nH]2)cc1 (stereo not given) | 1%
O=c1c2nc(-c3ccncc3)ccc2ncn1-c1ccccc1 | -17%[44.1 µM]
N[C@@H]1CCN(C(=O)c2ccccc2OC(F)(F)C(F)F)C[C@H]1O | ?

# Further structures:
SMILES,Pf Dd2 inh
Cc1noc(C)c1CC(=O)N1CCCC(c2noc(COc3ccccc3)n2)C1 (stereo not given),-10%
Cc1cc(Br)ccc1NC(=O)c1cc2c(=O)n(C)c3cc(Cl)ccc3c2s1,i
CC(C)(C)CC(=O)NC1CC(=O)N(c2ccc3c(c2)OCCO3)C1 (stereo not given),29%
CN(CC1CCOCC1)C(=O)Cc1ccccc1,28%
CC1=C(c2ccc(Cl)cc2)S(=O)(=O)N=C1N1CCN(c2cccc(C(F)(F)F)c2)CC1,i
Cc1nc(-c2c3n(c(=O)n(CC(=O)Nc4cccc(C(F)(F)F)c4)c2=O)CCCC3)no1,-22%
O=C(c1ccc2cc[nH]c2c1)N1CCc2c(nc3cc(-c4ccccc4)[nH]n3c2=O)C1,0%
Cc1noc(C)c1-c1cc2cc(CO)oc2c(NC2CCN(C)CC2)n1,?
Cc1ccc(NC(=O)c2nc(S(=O)(=O)Cc3cccc(C)c3)ncc2Cl)cc1,-4%
COc1cccc(NC(=O)N2CCC(n3c(C)nc4cccnc43)CC2)c1,i
CCCCN(CC)CCCNC(=O)Cn1ncc2c3ccccc3n(C)c2c1=O,i
Cc1nc2nc(SCC(=O)NC3CCC(C)CC3)nn2c(C)c1Cc1ccccc1 (stereo not given),45%[activator]
O=C(NC1CCCCC1)c1ccc(CSc2nc3cccnc3n2Cc2cccc(F)c2)cc1,11µM*
O=C([C@@H]1C[C@H](Oc2ccccc2)CN1C(=O)CC1CCCC1)N1CCOCC1,9%
COc1ccccc1-c1cc2c(nc1OC)nc(CC1CC1)n2C,13µM*
Cc1ccccc1C(=O)Nc1c(C)nc(Nc2ccccc2)nc1Nc1ccccc1,?
CCOc1ccc(CN2CCc3nc(N4CCN(c5ccccc5OC)CC4)ncc3C2)cc1OC,-23%
CCc1cccc(NC(=O)CN2c3ccccc3S(=O)(=O)c3ccccc32)c1,11%
COc1ccc(OC)c2sc(N3CCN(C(=O)C4CC4)CC3)nc12,-10%
CCN(CC)S(=O)(=O)c1ccc2c(c1)c(=O)c(C(=O)NCCc1ccccc1)cn2C,27%
O=C1CC(c2ccccc2)N(C(=O)C2CC2)CCCN(C(=O)CC2CCCCC2)CCN1 (stereo not given),i
CCOc1cccc(CNC(=O)c2ccc3c(c2)N(S(C)(=O)=O)CC3)c1,-1%
CC[C@H]1CN(S(C)(=O)=O)CC[C@H]1CC(=O)NCCSC,9%[44.1 µM]
O=C(Cc1ccc(Cl)cc1)Nc1cccc(-c2nnc3n2CCCC3)c1,i
CCOc1ccc(-n2c(Cc3ccccc3)nnc2SCc2nc(-c3cccs3)no2)cc1,-15%
O=C(c1ccno1)N1C[C@@H]2OCC(=O)N(Cc3ccc(F)cc3)[C@@H]2C1,-16%[44.1 µM]
Cc1ccc(NC(=O)C(=O)NCC(c2cccnc2)N2CCOCC2)cc1Cl (stereo not given),-12%
COc1ccc(NC(=O)c2c(N)c(C(=O)c3ccc(OC)cc3)n3ccccc23)cc1,i
CCC1=C(C(=O)OC)C(c2ccccc2OC)N2C(CC(=O)NCc3ccco3)=CSC2=N1 (stereo not given),i
COc1ccccc1NC(=O)C1=C(C)Nc2nc(-c3ccco3)nn2C1c1ccccc1 (stereo not given),?
COc1ccc(Cn2c3c(c(=O)n2Cc2ccccc2)CCN(CC2CCOC2)C3)cc1 (stereo not given),?
CCN(C(=O)CSc1nc2ccccc2n1Cc1ccccc1C#N)c1ccccc1,?
COc1cc2c(cc1OCc1ccccc1)N(C(=O)CCc1ccccn1)CC21CCN(C)CC1,?
CCOC(=O)N1CCN(C(=O)CN(c2cc(C)ccc2OC)S(=O)(=O)c2ccc(C)cc2)CC1,3%
CCCCOc1ccc(C(=O)N2CCC(Cc3nc(-c4ccccc4)no3)CC2)cc1,-26%
COc1ccc(S(=O)(=O)NC[C@H]2C[C@@H]3CCN2C[C@@H]3CN2CCCCC2)cc1,i
COc1cccc(C(=O)Nc2ccc(-c3nc4ccccc4s3)cc2Cl)c1,i
COc1cccc(CNC(=O)CCn2nc(C)c3c(C)n(-c4ccccc4)nc3c2=O)c1,-9%
O=c1c2ccccc2nc(N2CCN(c3cccc(Cl)c3)CC2)n1-c1ccccc1,?
Cc1cccc(OCc2nnc(-c3ccccc3)o2)c1,-20%
O=C(CSc1ccccc1)N1CCCC2(C1)Nc1cccnc1NC2=NC1CCCC1 (stereo not given),-29%[5.79 µM]
O=C1C(N2CCN(S(=O)(=O)c3ccccc3Cl)CC2)CCN1CCc1ccccc1 (stereo not given),i
CS(=O)(=O)Nc1ccc(F)c(NC(=O)NCC2(O)CCCNC2)c1 (stereo not given),15%
Cc1nnc2n1CCC(NC(=O)CCc1nc3ccccc3s1)CC2 (stereo not given),-22%
CN1[C@@H](CCC(=O)N2CCN(c3ccccn3)CC2)CNC(=O)[C@H]2NCC[C@H]21,32%[activator][44.1 µM]
COc1ccc(N2CC(NC(=O)c3cccs3)CC2=O)cc1OC (stereo not given),49%[activator]
COc1ccccc1N1CCN(C(=O)c2cc3c(=O)oc4ccccc4c3s2)CC1,5%
CC(C)CCN1CCC(N2CCN(C(=O)COc3ccccc3)CC2)C1=O (stereo not given),i
CC#CCN1C(=O)NC(CCc2ccccc2)(C2CCN(Cc3ccccc3-c3ccco3)CC2)C1=O (stereo not given),?
COc1ccc(CN2CC[C@H](c3nc4ccc(OC)cc4[nH]3)C2)cc1,?
CCc1ccc(CNC(=O)C2CCN(c3nnc(-n4c(C)ccc4C)s3)CC2)cc1,-24%
N#Cc1ccc(CN2CC[C@H]3C(=O)NCCCCCCN(Cc4ccncc4)[C@@H]3C2)cc1,?
Cc1ccc(NS(=O)(=O)c2ccc3[nH]c4c(c3c2)CCCC4)c(C)c1,11%
O=C(Cc1cccc(F)c1)N1CCn2c(nnc2[C@@H]2C[C@@H](O)CN2Cc2ccccc2)C1,-8%
CC(C)(C)C1CCc2nc(NC(=O)COc3ccc(F)cc3)sc2C1 (stereo not given),?
CC(C)(C)c1ccc(C(=O)N2CCN(CCc3ccccn3)CC2)cc1,17%
CC(C)CN1C(=O)N(CC(=O)N(C)Cc2ccon2)C(=O)C12CCNCC2,1%
O=C(c1cccn2cncc12)N1CCOCC1,17%[44.1 µM]
COc1ccccc1-c1cc(C(=O)N2CCCCC2C)no1 (stereo not given),?
O=C(c1ccco1)N1c2ccccc2CC1c1nnc(C2CCOCC2)o1 (stereo not given),i
